Screening data deposited in PubChem by Broad Institute.
mut p53 react = re-activators of the mutant p53 pathway; SW480 PUMA-promoter luciferase, p53 mutant reactivation; activation, % at 9.98 µM; 28,000 compounds, 1.5% hits; AID 624151; in the data active = activation above about 52%
STK33 inh = human STK33 kinase inhibition; inhibition, % at 12.5 µM; Q9BYT3; 27,000 compounds, 0.44% hits; ADP-Glo luminescence, MBP substrate; in the data active = inhibition above about 20%
Target sequence (Q9BYT3 whole entry, looked up): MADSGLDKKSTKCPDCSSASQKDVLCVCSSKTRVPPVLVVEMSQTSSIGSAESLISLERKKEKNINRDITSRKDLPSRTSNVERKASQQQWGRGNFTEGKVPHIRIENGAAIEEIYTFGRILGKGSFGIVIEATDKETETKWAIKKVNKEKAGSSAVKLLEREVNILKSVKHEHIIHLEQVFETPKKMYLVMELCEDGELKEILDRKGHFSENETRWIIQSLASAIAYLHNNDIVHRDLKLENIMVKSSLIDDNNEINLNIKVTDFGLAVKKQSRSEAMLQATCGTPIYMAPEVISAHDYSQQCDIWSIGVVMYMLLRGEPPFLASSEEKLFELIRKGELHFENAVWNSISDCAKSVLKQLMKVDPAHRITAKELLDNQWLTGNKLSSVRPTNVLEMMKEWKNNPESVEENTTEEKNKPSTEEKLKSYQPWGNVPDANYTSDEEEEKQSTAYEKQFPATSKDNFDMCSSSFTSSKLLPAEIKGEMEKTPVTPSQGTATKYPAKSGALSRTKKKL
Starred values were filed as active, the others as inactive; / = no result given. Only part of the results is shown; the hit share may differ from the screen's.

SMILES | mut p53 react | STK33 inh
C[C@H]1CN([C@@H](C)CO)C(=O)Cc2cc(NS(=O)(=O)c3cccs3)ccc2O[C@H]1CN(C)Cc1ccc2c(c1)OCO2 | / | 1
C[C@H](CO)N1C[C@H](C)[C@@H](CN(C)S(=O)(=O)c2ccccc2)Oc2ccc(NC(=O)Nc3ccc(F)cc3)cc2C1=O | / | 0
Cc1[nH]c2ccccc2c1C(=O)CCC(=O)O | -4 | -1
C[C@@H]1CN([C@H](C)CO)C(=O)c2cccc(NC(=O)Nc3ccc(C(F)(F)F)cc3)c2O[C@@H]1CN(C)C | 8 | /
CC(=O)Nc1ccc(NC(=O)COc2ccccc2C(=O)Nc2cccc(Cl)c2Cl)cc1 | -39 | 2
COc1ccc(Cn2c(-c3nonc3NC(C)=O)nc3ccccc32)cc1 | -19 | 2
COc1ccc(CN(C)C[C@@H]2Oc3c(NC(=O)Nc4c(C)noc4C)cccc3C(=O)N([C@@H](C)CO)C[C@@H]2C)cc1 | -12 | /
COc1ccc(NC(=O)CCN2CCc3ccccc3C2)c(OC)c1 | -2 | -1
COc1ccc(S(=O)(=O)Nc2ccc3c(c2)C(=O)N([C@@H](C)CO)C[C@H](C)[C@@H](CN(C)Cc2ccccc2)OCCCC[C@H](C)O3)cc1 | -19 | /
C[C@H]1CN([C@@H](C)CO)S(=O)(=O)c2ccc(Br)cc2O[C@@H]1CN(C)Cc1cccnc1 | 0 | /
C[C@H]1CN([C@@H](C)CO)S(=O)(=O)c2ccc(C3=CCCC3)cc2O[C@H]1CN(C)C(=O)c1cccnc1 | -15 | /
C[C@H](CO)N1C[C@H](C)[C@H](CN(C)C(=O)Nc2ccc(F)cc2)Oc2ccc(NS(=O)(=O)c3ccc(F)cc3)cc2CC1=O | / | -1
O=C(CCCN1C(=O)c2ccccc2C1=O)Nc1ccccc1F | 5 | -3
Cc1ccccc1OC(C)C(=O)Nc1ccccc1C(N)=O (configuration not stated) | -4 | 2
O=C(Nc1ccc(I)cc1C(=O)NCCN1CCOCC1)c1ccco1 | 6 | 2
CC(=O)c1cccc(NC(=O)CN(C2CCCCC2)S(=O)(=O)c2ccccc2)c1 | -14 | 5
Cc1noc(C)c1NC(=O)N(C)C[C@H]1Oc2ccc(NC(=O)Nc3cccc4ccccc34)cc2C(=O)N([C@H](C)CO)C[C@H]1C | 2 | /
CCOC(=O)[C@H](CCc1ccccc1)N[C@@H](C)C(=O)N1Cc2cc(OC)c(OC)cc2C[C@H]1C(=O)O | 9 | /
C[C@@H]1CN([C@H](C)CO)C(=O)c2cc(NC(=O)Nc3ccc4c(c3)OCO4)ccc2O[C@@H]1CN(C)C | 4 | /
C[C@@H]1O[C@@H](O[C@H]2[C@H](O[C@H]3[C@H](O[C@H]4CC[C@@]5(C)C(CC[C@]6(C)C5CC=C5[C@@H]7CC(C)(C)C[C@@H](O)[C@]7(C)CC[C@]56C)[C@@]4(C)CO)O[C@H](C(=O)O)[C@@H](O)[C@@H]3O)OC[C@H](O)[C@@H]2O)[C@H](O)[C@H](O)[C@H]1O (some centres not stated) | 4 | -2
O=C(O)CCC(=O)Nc1ccc(-c2nc3ccc(C(=O)c4ccccc4)cc3[nH]2)cc1 | 38 | 3
Cc1noc(C)c1S(=O)(=O)N(C)C[C@H]1Oc2c(NC(=O)c3ccc(-c4nccs4)cc3)cccc2C(=O)N([C@H](C)CO)C[C@H]1C | 1 | /
CNC[C@@H]1Oc2c(NC(=O)Nc3ccc(C(F)(F)F)cc3)cccc2C(=O)N([C@H](C)CO)C[C@@H]1C | -2 | /
COc1ccc(N(CC(=O)Nc2c(F)cccc2F)S(C)(=O)=O)cc1Cl | -9 | -1
O=C(CSc1nnc(-c2ccccc2F)n1-c1ccccc1)Nc1ccc2cn[nH]c2c1 | -11 | 7
COc1cc(NC(=O)CSc2ncnc3sc(C)c(C)c23)cc(OC)c1 | 9 | 1
Cc1ccc(-n2c(SCC(=O)OC(C)C)nnc2-c2ccncc2)cc1 | 3 | 6
C[C@@H]1CN([C@@H](C)CO)C(=O)Cc2cc(NC(=O)Nc3ccc4c(c3)OCO4)ccc2O[C@@H]1CN(C)C(=O)NC1CCCCC1 | 8 | -4
O=C(CCN1C(=O)c2ccccc2S1(=O)=O)Nc1ccc(F)cc1F | 8 | -11
CC(=O)CCc1ccc(Oc2ccc(C(F)(F)F)cn2)cc1 | 65* | -2
CCN1CCN(C(=O)c2ccccc2N(Cc2ccccc2)S(C)(=O)=O)CC1 | -10 | 0
O=C(O)CCC/C=C\C[C@@H]1[C@@H](/C=C/[C@@H](O)COc2cccc(Cl)c2)[C@H](O)C[C@@H]1O | / | 1
CSc1nc2sc3c(c2c2nnc(SCC(=O)Nc4ccccc4)n12)CCC3 | -52 | 8
COc1ccccc1NC(=O)c1c(NCc2ccc(C)o2)sc2c1CCC2 | 22 | 0
C[C@@H]1CN([C@H](C)CO)C(=O)Cc2cc(NS(=O)(=O)c3ccccc3)ccc2O[C@H]1CN(C)CC1CCCCC1 | / | 2
C[C@H](CO)N1C[C@H](C)[C@H](CN(C)S(=O)(=O)c2cccs2)Oc2ccc(NC(=O)Nc3ccccc3)cc2CC1=O | / | 0
Cc1ccc(S[C@]2(C(=O)NCc3ccccc3)CC(=O)N(C3CCCCC3)[C@@H]2c2ccc(CO)cc2I)cc1 | / | -6
CC1(C)CC(=O)c2cnc(NC(=O)CSc3nc4ccccc4o3)nc2C1 | 5 | 2
COc1ccccc1-c1ccc2c(c1)O[C@H](CN(C)C(=O)c1ccccc1)[C@H](C)CN([C@H](C)CO)S2(=O)=O | 0 | /
O=S(=O)(c1cc(C(F)(F)F)ccc1Cl)N1CCN(Cc2ccc(OCCO)cc2)CC1 | / | 2
C[C@@H]1CN([C@@H](C)CO)C(=O)CCCn2cc(nn2)CO[C@@H]1CN(C)S(=O)(=O)c1cccc(C#N)c1 | / | 1
CN(C)c1nc(N)nc(CSc2ncc(Cl)cc2Cl)n1 | 62* | 1
C[C@H](CO)N1C[C@H](C)[C@H](CN(C)Cc2ccncc2)Oc2ccc(NC(=O)C3CC3)cc2C1=O | 13 | /
C[C@H](CO)N1C[C@H](C)[C@H](CN(C)CC2CCCCC2)Oc2cc(C3=CCCC3)ccc2S1(=O)=O | 0 | /
CNC[C@H]1Oc2ccc(NC(=O)NC3CCCCC3)cc2C(=O)N([C@@H](C)CO)C[C@@H]1C | -2 | /
C[C@@H]1CN([C@@H](C)CO)C(=O)Cc2cc(NC(=O)C3CC3)ccc2O[C@@H]1CN(C)C(=O)NC1CCCCC1 | / | -3
C[C@H]1CN([C@@H](C)CO)C(=O)c2cc(NC(=O)Nc3ccc(F)cc3)ccc2O[C@H]1CN(C)C(=O)Nc1ccc(F)cc1 | -12 | /
COc1cc(/C=C/C(=O)OCC[N+](C)(C)C)cc(OC)c1O | 9 | -4

Next part:
Every second line gives: mut p53 react, STK33 inh
- C[C@@H]1CN([C@H](C)CO)C(=O)c2cc(NS(C)(=O)=O)ccc2O[C@@H]1CN(C)C(=O)NC1CCCCC1
→ 0, /
- [N-]=[N+]=Nc1ccccc1C[C@]1(C(=O)NCCN2CCOCC2)N=C(c2ccc(OCCCO)cc2)O[C@H]1c1ccccc1N=[N+]=[N-]
→ /, -4
- Cc1ccc2ccc(C(Nc3ccccn3)c3ccccc3Cl)c(O)c2n1 (configuration not stated)
→ -58, 1
- COC(=O)c1ccccc1NC(=O)CSc1ncnc2sc3c(c12)CCC(C)C3 (configuration not stated)
→ 6, -3
- C/C1=C/CCC2=CC(OC2=O)C(C)(C)/C=C/C1=O (configuration not stated)
→ /, 3
- C[C@@H]1CN([C@@H](C)CO)C(=O)c2cc(-c3cccc(C#N)c3)cnc2O[C@@H]1CN(C)Cc1cncnc1
→ 0, /
- C[C@H](CO)N1C[C@H](C)[C@H](CN(C)C(=O)Nc2ccc(C(F)(F)F)cc2)OCCCC[C@H](C)Oc2ccc(NS(C)(=O)=O)cc2C1=O
→ 10, /
- C[C@H]1CN([C@@H](C)CO)C(=O)Cc2cc(NC(=O)C3CCCCC3)ccc2O[C@@H]1CN(C)C(=O)NC1CCCCC1
→ /, -2
- Cc1cc(Cl)ccc1OCC(=O)Nc1cc(Cl)ccc1C(=O)O
→ 14, -4
- CCOC(=O)CSc1nc2sccn2c1C=Nc1cc(Cl)cc(Cl)c1
→ -6, /
- CCn1c2ccccc2n2c(SCC(=O)Nc3ccc(C)cc3)nnc12
→ 25, -2
- C[C@@H]1CN([C@@H](C)CO)C(=O)Cc2cc(NC(=O)CCCN(C)C)ccc2O[C@H]1CN(C)Cc1ccncc1
→ 0, /
- COC(=O)C1=C(C)NC2=C(C(=O)c3ccccc32)C1c1cc(Cl)c(OCc2ccc([N+](=O)[O-])cc2)c(OC)c1 (configuration not stated)
→ -7, -3
- Cc1noc(C)c1NC(=O)N(C)C[C@@H]1Oc2ccc(NC(=O)C3CC3)cc2CC(=O)N([C@@H](C)CO)C[C@@H]1C
→ 3, -1
- C=CCC1C(=O)N(S(=O)(=O)c2ccc(Cl)cc2)N=C1CCC (configuration not stated)
→ /, 1
- C[C@@H]1CN([C@@H](C)CO)C(=O)Cc2cc(NC(=O)Nc3ccc(F)cc3)ccc2O[C@@H]1CN(C)Cc1ccc(Oc2ccccc2)cc1
→ /, -3
- Cc1ccc(-c2cc(C(=O)NCc3ccccn3)no2)cc1
→ 48, 2
- Cc1noc(C)c1S(=O)(=O)Nc1ccc2c(c1)C(=O)N([C@@H](C)CO)C[C@@H](C)[C@@H](CN(C)C(=O)Nc1ccccc1)OCCCC[C@@H](C)O2
→ -9, /
- CC(=O)c1cccc(NS(=O)(=O)c2cccc(S(=O)(=O)c3ccccc3)c2)c1
→ 6, 5
- C[C@@H]1CCCCO[C@@H](CN(C)C(=O)Cc2ccccc2)[C@@H](C)CN([C@H](C)CO)C(=O)c2cc(NS(=O)(=O)c3ccccc3)ccc2O1
→ /, 0
- CC(Oc1ccc(Br)cc1)C(=O)NCc1ccccn1 (configuration not stated)
→ -3, -3
- C[C@H](CO)N1C[C@H](C)[C@H](CN(C)Cc2ccc3c(c2)OCO3)OCc2cnnn2CCCC1=O
→ 4, -4
- CCOC(=O)c1sc(NC(=O)c2cc(-c3ccccn3)nc3ccccc23)c(C(=O)OCC)c1C
→ -5, -2
- Cc1cc(NC(=O)CN(c2ccc(Cl)c(C(F)(F)F)c2)S(C)(=O)=O)ccc1Br
→ 1, -1
- O=C(Cn1c(-c2cscn2)nc2ccccc21)Nc1ccccc1F
→ -2, -2
- C[C@@H]1CN([C@@H](C)CO)S(=O)(=O)c2ccc(/C=C/c3ccccc3)cc2O[C@H]1CN(C)Cc1ccc(C(=O)O)cc1
→ -5, /
- COc1ccc(NC(=O)Nc2ccc3c(c2)C(=O)N([C@H](C)CO)C[C@H](C)[C@@H](CN(C)S(=O)(=O)c2cccs2)OCCCC[C@@H](C)O3)cc1
→ /, 2
- COc1ccc(CN(C)C[C@@H]2OCCCC[C@H](C)Oc3ccc(NC(=O)Nc4cccc5ccccc45)cc3C(=O)N([C@@H](C)CO)C[C@H]2C)cc1
→ -12, /
- COCCNC(=O)COc1ccc(OCCNC[C@@H](O)COc2ccccc2)cc1
→ -13, /
- O=C(COc1ccc(C(=O)Nc2cccc(C(F)(F)F)c2)cc1)Nc1ccccc1
→ 13, 0

Exported field by field: part of the list above.
> COCCNC(=O)COc1ccc(OCCNC[C@@H](O)COc2ccccc2)cc1
  mut p53 react: -13; STK33 inh: /

> O=C(COc1ccc(C(=O)Nc2cccc(C(F)(F)F)c2)cc1)Nc1ccccc1
  mut p53 react: 13; STK33 inh: 0

(list continues)
Every second line gives: mut p53 react, STK33 inh
- C[C@@H]1O[C@@H](O[C@H]2[C@@H]3C=CO[C@@H](O[C@@H]4O[C@H](CO)[C@@H](O)[C@H](O)[C@H]4O)[C@@H]3[C@@]3(CO)O[C@@H]23)[C@H](O)[C@H](O)[C@H]1OC(=O)/C=C/c1ccccc1
→ 9, -3
- C[C@H]1CN([C@@H](C)CO)C(=O)Cc2cc(NS(C)(=O)=O)ccc2O[C@@H]1CN(C)C(=O)Nc1cccc2ccccc12
→ /, 0
- CCCCCCCCCCCCCCC[C@@H](O)[C@H](CO)NC(=O)CCCCCCC
→ 15, /
- COc1ccc(S(=O)(=O)Nc2ccc3c(c2)CC(=O)N([C@@H](C)CO)C[C@@H](C)[C@@H](CN(C)C(=O)Nc2c(C)noc2C)O3)cc1
→ 17, 0

Grouped by structure, the compounds so far containing a Cl atom (11)
Every second line gives: mut p53 react, STK33 inh
- CC(=O)Nc1ccc(NC(=O)COc2ccccc2C(=O)Nc2cccc(Cl)c2Cl)cc1
→ -39, 2
- COc1ccc(N(CC(=O)Nc2c(F)cccc2F)S(C)(=O)=O)cc1Cl
→ -9, -1
- O=C(O)CCC/C=C\C[C@@H]1[C@@H](/C=C/[C@@H](O)COc2cccc(Cl)c2)[C@H](O)C[C@@H]1O
→ /, 1
- O=S(=O)(c1cc(C(F)(F)F)ccc1Cl)N1CCN(Cc2ccc(OCCO)cc2)CC1
→ /, 2
- CN(C)c1nc(N)nc(CSc2ncc(Cl)cc2Cl)n1
→ 62*, 1
- Cc1ccc2ccc(C(Nc3ccccn3)c3ccccc3Cl)c(O)c2n1 (configuration not stated)
→ -58, 1
- Cc1cc(Cl)ccc1OCC(=O)Nc1cc(Cl)ccc1C(=O)O
→ 14, -4
- CCOC(=O)CSc1nc2sccn2c1C=Nc1cc(Cl)cc(Cl)c1
→ -6, /
- COC(=O)C1=C(C)NC2=C(C(=O)c3ccccc32)C1c1cc(Cl)c(OCc2ccc([N+](=O)[O-])cc2)c(OC)c1 (configuration not stated)
→ -7, -3
- C=CCC1C(=O)N(S(=O)(=O)c2ccc(Cl)cc2)N=C1CCC (configuration not stated)
→ /, 1
- Cc1cc(NC(=O)CN(c2ccc(Cl)c(C(F)(F)F)c2)S(C)(=O)=O)ccc1Br
→ 1, -1
